BLM helicase inh = Bloom syndrome helicase (human) inhibition | recombinant BLM DNA unwinding, fluorescence dequenching | 0.2% of 350,000 active | Potency, µM (titrated, usually from 56.1 µM), without a hit: at the highest dose activity change, negative = inhibition, usual class: inhibitors | P54132;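 further: plate controls were vehicle for no effect and no enzyme for full effect; nearly all actives have a fitted effect of over 35% in size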
Target sequence (P54132 whole entry, looked up): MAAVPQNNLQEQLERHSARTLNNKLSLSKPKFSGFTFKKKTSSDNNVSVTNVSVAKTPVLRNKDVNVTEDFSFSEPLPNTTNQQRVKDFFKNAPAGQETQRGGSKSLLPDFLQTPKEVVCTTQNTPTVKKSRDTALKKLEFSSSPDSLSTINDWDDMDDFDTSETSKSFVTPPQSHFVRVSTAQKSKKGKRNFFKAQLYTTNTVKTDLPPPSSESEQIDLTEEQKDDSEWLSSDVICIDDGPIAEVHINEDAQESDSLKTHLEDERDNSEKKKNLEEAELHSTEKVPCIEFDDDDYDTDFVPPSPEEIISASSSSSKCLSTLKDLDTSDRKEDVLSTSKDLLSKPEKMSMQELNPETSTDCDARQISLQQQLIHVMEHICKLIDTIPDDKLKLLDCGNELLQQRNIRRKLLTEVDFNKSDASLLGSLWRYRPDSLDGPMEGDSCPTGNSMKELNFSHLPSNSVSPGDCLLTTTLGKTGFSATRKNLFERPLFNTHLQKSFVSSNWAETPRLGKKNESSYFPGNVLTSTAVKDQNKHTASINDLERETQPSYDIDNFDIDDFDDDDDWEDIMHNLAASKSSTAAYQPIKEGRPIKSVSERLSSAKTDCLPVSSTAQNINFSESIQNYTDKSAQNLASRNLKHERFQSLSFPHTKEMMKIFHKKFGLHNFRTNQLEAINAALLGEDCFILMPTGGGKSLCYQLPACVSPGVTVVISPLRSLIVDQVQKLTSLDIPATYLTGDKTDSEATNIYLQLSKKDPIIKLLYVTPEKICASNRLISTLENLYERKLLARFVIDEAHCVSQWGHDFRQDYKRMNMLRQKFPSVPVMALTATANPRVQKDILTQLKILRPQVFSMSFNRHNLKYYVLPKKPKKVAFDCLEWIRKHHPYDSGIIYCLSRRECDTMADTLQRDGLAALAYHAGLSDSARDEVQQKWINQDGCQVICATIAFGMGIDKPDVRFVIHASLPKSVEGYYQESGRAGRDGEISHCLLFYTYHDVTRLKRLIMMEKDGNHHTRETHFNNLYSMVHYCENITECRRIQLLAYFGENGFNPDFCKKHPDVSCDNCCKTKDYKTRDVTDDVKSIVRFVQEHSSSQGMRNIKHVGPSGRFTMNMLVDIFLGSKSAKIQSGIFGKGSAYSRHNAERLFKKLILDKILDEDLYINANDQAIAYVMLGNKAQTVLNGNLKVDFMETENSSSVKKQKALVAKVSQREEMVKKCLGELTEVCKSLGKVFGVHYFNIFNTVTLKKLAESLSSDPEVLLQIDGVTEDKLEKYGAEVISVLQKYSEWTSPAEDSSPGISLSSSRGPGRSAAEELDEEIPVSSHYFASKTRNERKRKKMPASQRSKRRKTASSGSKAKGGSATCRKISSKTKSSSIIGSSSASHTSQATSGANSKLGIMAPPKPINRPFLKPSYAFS
Apoferritin bind = binds horse apoferritin like a general anesthetic; Potency, µM (top dose mostly 77.5 µM), for the others: at the top dose activity change, negative = displacement, usual class: inhibitors; apoferritin/1-aminoanthracene competitive binding, fluorescence; P02791; 0.074% of 350,000 active; AID 485281; further: on the % scale 0 is the no-effect control and ±100 the full control effect; nearly all actives have a fitted effect of over 20% in size
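Probe: 1-aminoanthracene (50% saturated, PBS). Protein: horse-spleen apoferritin, 10 uM. Incubation: 10 min, room temperature. Detection: 380 nm excitation, 535 nm emission. Analysis: normalized response, four-parameter Hill.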
APEX1 inh = inhibitors of human APE1 endonuclease. recombinant APE1, TAMRA/BHQ-2 abasic DNA cleavage fluorescence. 0.35% of 350,000 active. Potency, µM (top dose mostly 65.8 µM), without a hit: at the highest dose activity change, negative = inhibition, usual class: inhibitors. AID 2517. P27695;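 further: plate controls were vehicle for no effect and reference inhibitor for full effect; nearly all actives have a fitted effect of over 55% in size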
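Readout is kinetic fluorescence (ex 525, em 598 nm) from cleavage of 50 nM TAMRA/BHQ-2 THF abasic duplex by 0.75 nM APE1, compound added 15 min beforehand at RT.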
G9a inh = G9a (human) methyltransferase inhibition; Q96KQ7; G9a H3K9 monomethylation, AlphaScreen, 2 h; Potency, µM (highest dose often 102 µM), for inactives: at the highest dose activity, negative = inhibition, usual class: inhibitors; 8.8% of 350,000 active; AID 504332; further: on the % scale 0 is the no-effect control and ±100 the full control effect; nearly all actives have a fitted effect of over 75% in size
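Compounds were preincubated with 20 nM G9a for 15 min, after which biotinylated H3K9 peptide (500 nM) and SAM (20 uM) started a 2 h room-temperature reaction. Monomethylated product was quantified by antibody-based AlphaScreen chemiluminescence.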
POLB inh = blocks human DNA polymerase beta activity. P06746. AID 485314. Pol beta primer extension/strand displacement, fluorescence kinetic. 1.3% of 340,000 active. Potency, µM (top dose mostly 114 µM), inactives show top-dose activity change, negative = inhibition, hits mostly inhibitors; further: on the % scale 0 is the no-effect control and ±100 the full control effect
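Enzyme-only controls used 10 nM Pol beta; buffer lacking enzyme served as negative control. Compound preincubated 15 min, then 50 nM substrate added; 0 and 10 min reads at room temperature.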
BAZ2B inh = BAZ2B (human) inhibition; Q9UIF8; AlphaScreen BAZ2B-H3K14Ac peptide displacement; Potency, µM (series often up to 114 µM), inactives show at the highest dose activity change, negative = inhibition, most hits filed as inhibitors; 4.4% of 360,000 active; further: on the % scale 0 is the no-effect control and ±100 the full control effect; nearly all actives have a fitted effect of over 60% in size
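Inhibition is scored as reduced AlphaScreen emission. The BAZ2B/b-H3(5-23)K14Ac complex (50 nM each) in PBS pH 7.4, 0.01% Tween-20 meets compound (up to 110 uM) for 30 min at RT before bead addition.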
POLH inh = blocks human DNA polymerase eta activity; recombinant Pol eta, fluorescent DNA replication assay; Potency, µM (doses to about 114 µM), for inactives: at the top dose activity change, negative = inhibition, hits mostly inhibitors; 1.2% of 390,000 active; further: on the % scale 0 is the no-effect control and ±100 the full control effect
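Fluorescent replication assay: 50 nM final substrate added after a 15 min room-temperature compound preincubation with 10 nM enzyme. Signal taken at 0 min and again at 10 min.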
Pol kappa inh = blocks human DNA polymerase kappa activity; Q9UBT6; purified Pol kappa, fluorescent DNA synthesis assay, 10 min; Potency, µM (titrated, usually from 107 µM), without a hit: at the highest dose activity, negative = inhibition, most hits filed as inhibitors; 0.53% of 400,000 active; AID 588579; further: on the % scale 0 is the no-effect control and ±100 the full control effect
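Pol kappa 10 nM + cpd, 15 min RT; start w/ substrate 50 nM final; fluorescence kinetic read, 0 and 10 min. Neg ctrl: buffer, no enzyme.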
Pol iota inh = DNA polymerase iota (human) inhibition | Pol iota fluorescent replication assay, 10 min | Potency, µM (series often up to 115 µM), inactives show at the highest dose activity, negative = inhibition, usual class: inhibitors | 1% of 390,000 active
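Fluorescent replication assay read twice, at 0 min and 10 min after adding 50 nM (final) substrate. Enzyme (10 nM) and compounds were first incubated 15 min at room temperature; enzyme-free buffer wells were negative controls.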
* = called active by the depositor; ? = inconclusive; / = not tested or not shown; & = joins results of further samples; [ ] = another dose, or the depositor's remark. The call rests on the fitted dose curve; in most records, active means well fitted curve in the direction sought with a large enough effect; inconclusive means small, poorly fitted or top-dose-only effect, or another doubt; inactive means no such curve, though single readings can be large; an effect the other way counts as inactive or inconclusive. Potency means the concentration at half of the fitted maximal effect. The list is partial (hit frequency here may not be typical).

SMILES	BLM helicase inh	Apoferritin bind	APEX1 inh	G9a inh	POLB inh	BAZ2B inh	POLH inh	Pol kappa inh	Pol iota inh
CC(=O)N1CCC2(CCCN(c3ncccn3)C2)CC1	1%	/	3%	-6%[12.7 µM]	/	/	/	1%[60.1 µM]	/
COc1ccc(CCNC(=O)c2ccc([N+](=O)[O-])cc2)cc1	-3%	-1%	3%	-4%	-7%	-2%	5%	6%	9%
O=C1OC(Nc2nccs2)c2ccccc21 (stereo unspecified)	-4%	-7%	1%	-4%	2%	-9%	-3%	13%	-5%
CC(CCc1ccccc1)NC(=O)COC(=O)c1cc(NS(=O)(=O)c2ccc(Cl)c([N+](=O)[O-])c2)ccc1O (stereo unspecified)	-12%	-9%	-7%	-10%[59 µM]	12%	-13%	-21%	-7%	2%
COc1ccc(NC(=O)CSc2ncccc2C(=O)O)cc1OC	1%	-9%	/	?	15%	56µM*	-20%	-8%[60.1 µM]	?
CCCNC(=O)COC(=O)c1ccc(-c2ccccc2)cc1	-1%	-3%	3%	-4%	0%	-3%	-13%	-12%	40%[activator]
CCN(CC)S(=O)(=O)c1ccc(NS(=O)(=O)c2cccs2)cc1	-2%	-5%	3%	-7%[59 µM]	-17%	-5%	-21%	-5%	12%
Cc1cc(C)nc(Sc2nc(Nc3ccccc3)nc(Sc3nc(C)cc(C)n3)n2)n1	-9%	-2%	0%	-11%[59 µM]	-21%	-3%	-10%	-2%	-13%
COc1ccc2c(c1)C(C)=CC(C)(C)N2C(=O)CSc1nnc(-c2ccc(C)cc2)o1	-16%	-2%	-8%	-29%[59 µM]	-8%	3%	-22%	-18%	29%
COc1ccc(COC(=O)C2CCN(S(=O)(=O)c3ccc(C)cc3)CC2)cc1	/	/	35%	23%	/	12%	-24%	-9%	22%
Cc1cc(C)nc(NC(=NCCc2c[nH]c3ccccc23)NC(=O)c2ccco2)n1	1%	-23%	-7%	6%	0%	-4%	-4%	3%	3%
COc1ccc2c(c1)c(CC(=O)Nc1c(C)cccc1C)c(C)n2C(=O)c1ccc(Cl)cc1	-4%	5%	/	-26%[59 µM]	-11%	-8%	/	-4%	-10%
CCN(CC)C(=O)CSc1nc2sc3c(c2c(=O)n1-c1ccc(C)cc1)CC(C)(C)SC3	-9%	?	-4%	?	6%	-38%	0%	-10%	-15%
Fc1ccc2nc3c(nc2c1)CCCC3	-5%	-6%	16%	20%	17%	-3%	-15%	15%	36%[activator]
NS(=O)(=O)c1ccc(CCNS(=O)(=O)c2cccc3nsnc23)cc1	1%	1%	-3%	?	66%	7%	5%	-6%	125%[activator]
N#Cc1ccc(CSc2nnc(-c3cccnc3)n2-c2ccccc2)cc1	-3%	-17%	1%	?	10%	12%	-11%	-1%	5%
CCCCc1cc(=O)oc2cc(OC(C)C(=O)NCCN3CCOCC3)c(Cl)cc12 (stereo unspecified)	1%	0%	-13%	12%	5%	-21%	3%	-13%	-7%
CCOC(=O)N1CCN(C(=O)CSc2ncnc3sccc23)CC1	/	/	47%	-30%	/	3%	-14%	-7%	1%
COc1ccc(CCN(C)C(=O)CNC(=O)c2ccccc2F)cc1OC	2%	3%	-2%	2%	2%	-2%	-6%	9%	-4%
C=CCN1C(=O)/C(=C/c2cccs2)S/C1=N\S(=O)(=O)c1ccc(F)cc1	-2%	-7%	-2%	21%[59 µM]	3%	-6%	-16%	-6%	22%
O=C(O)c1cccc(NC(=O)c2cc(-c3cccc(Cl)c3)nc3ccccc23)c1	0%	-3%	6%	/	6%	?	-1%	-6%	62%[activator]
O=c1sc2ccccc2c(N2CCCCC2)c1[N+](=O)[O-]	0%	-5%	1%	-9%	22%	-10%	-6%	-23%	-4%
COC(=O)c1c(NC(=O)C(=O)N2CCCC2)sc2c1CC(C)(C)OC2	3%	-21%	8%	34%[activator]	4%	0%	-7%	-12%	5%
O=[N+]([O-])c1ccc(-c2cn(-c3ccc(Cl)cc3)c(=S)[nH]2)cc1	-4%	-5%	0%	?	0%	6%	-15%	-5%	-13%
CN(C)S(=O)(=O)c1cccc(COC(=O)Cc2c(F)cccc2Cl)c1	-6%	-7%	42%	94%[activator]	-10%	16%	-8%	-8%	16%
Cn1c(=O)c2c(ncn2CC(=O)OCCCC(=O)c2ccc(Br)cc2)n(C)c1=O	/	/	10%	/	/	/	-6%	-10%	0%
N#Cc1nc(-c2cccc3ccccc23)oc1N1CCCCC1	-6%	-8%	-2%	-36%[59 µM]	22%	-4%	-11%	-10%	12%
CC(=O)c1ccc(-c2c(C)cc3oc(=O)cc(-c4ccccc4)c3c2C)cc1	-5%[75.6 µM]	-20%[110 µM]	-13%&1%	14%	/	/	-20%	3%	35%[activator]
COc1ccc(CNC(=O)COc2ccc(S(=O)(=O)N3CCOCC3)cc2)cc1	/	/	32%	-13%[2.33 µM]	/	-6%	-20%	-5%	16%
O=C1C2C3c4ccccc4C(c4ccccc43)[C@@H]2C(=O)N1c1cccnc1 (stereo partly specified)	4%	-9%	7%	15%[59 µM]	17%	13%	-17%	-3%	181%[activator]
N#Cc1ccsc1NC(=O)c1ccccn1	-5%	-13%	11%	?	20%	10µM*	1%	-13%	-1%
Cc1ccc(NC(=O)CSc2nnc(Cn3c(=O)sc4ccccc43)n2C)cc1Cl	1%	8%	0%	3%[59 µM]	12%	12%	-7%	3%	-14%
O=C(c1ccccc1)N1CCN2C(=O)c3ccccc3C12c1ccc(Cl)cc1 (stereo unspecified)	-10%	8%	-3%	0%[59 µM]	0%	-8%	-23%	-3%	12%
CSc1nc2c(cnn2-c2ccccc2)c(=O)n1N	-2%	-2%	-2%	-5%	4%	-18%	-12%	7%	15%
COc1ccc(C(=O)N2CCC3(CCCN(c4ncccn4)C3)CC2)cc1	4%	/	12%	5%[12.7 µM]	/	/	/	-4%[60.1 µM]	/
Cc1ccccc1OCc1nnc(SCC(=O)N2c3ccccc3Sc3ccc(Cl)cc32)o1	-27%	-16%	3%	12%[12.7 µM]	0%	-3%	-5%	1%	13%
O=C(Cc1ccc(Cl)cc1Cl)NCc1cccnc1	-3%	5%	9%	3%	31%	1%	-11%	-5%	59%[activator]
CCN(CC)c1ccc(NS(=O)(=O)c2ccc(-c3cnc(C4CC4)o3)cc2)c(C)c1	-10%	-1%	/	?	?	14µM*	-6%	-11%[60.1 µM]	-16%
CC1CCC(NC(=O)c2ccc3nc[nH]c3c2)CC1 (stereo unspecified)	-2%	-10%	-3%	-5%[59 µM]	1%	-23%	?	-17%	17%
O=C(NCc1ccccc1)C1CCN(C(=O)Cc2ccccc2)CC1	1%	-1%	1%	/	4%	-2%	-3%	3%	110%[activator]

Compound profiles (already shown). Order of values: BLM helicase inh	Apoferritin bind	APEX1 inh	G9a inh	POLB inh	BAZ2B inh	POLH inh	Pol kappa inh	Pol iota inh
COC(=O)c1c(NC(=O)C(=O)N2CCCC2)sc2c1CC(C)(C)OC2 is listed with 3%	-21%	8%	34%[activator]	4%	0%	-7%	-12%	5%
O=C(c1ccccc1)N1CCN2C(=O)c3ccccc3C12c1ccc(Cl)cc1 (stereo unspecified) is listed with -10%	8%	-3%	0%[59 µM]	0%	-8%	-23%	-3%	12%
N#Cc1ccsc1NC(=O)c1ccccn1 is listed with -5%	-13%	11%	?	20%	10µM*	1%	-13%	-1%
COc1ccc(CNC(=O)COc2ccc(S(=O)(=O)N3CCOCC3)cc2)cc1 is listed with /	/	32%	-13%[2.33 µM]	/	-6%	-20%	-5%	16%
Cc1ccc(NC(=O)CSc2nnc(Cn3c(=O)sc4ccccc43)n2C)cc1Cl is listed with 1%	8%	0%	3%[59 µM]	12%	12%	-7%	3%	-14%

Following part.
SMILES	BLM helicase inh	Apoferritin bind	APEX1 inh	G9a inh	POLB inh	BAZ2B inh	POLH inh	Pol kappa inh	Pol iota inh
O=C(CS(=O)(=O)Cc1ccccc1)Nc1ccc2c(c1)OCO2	-6%	-20%	7%	20%	-1%	-12%	-2%	-8%	148%[activator]
O=C(CC(Nc1cccc(Cl)c1Cl)C(=O)OCC(=O)c1cccs1)c1ccccc1 (stereo unspecified)	-4%	4%	-1%	14%[59 µM]	5%	7%	-20%	-7%	?
N/C(CCS(=O)(=O)c1ccc(Cl)cc1)=N\OC(=O)c1ccccc1Cl	-5%	-7%	-1%	35%	-6%	4%	-20%	-12%	57%[activator]
O=C(Nc1nccs1)c1ccc(Cl)nc1	-1%	-1%	15%	?	-13%	-6%	-17%	-1%[60.1 µM]	13%
CC1(C)Cc2ccccc2C(=C(C#N)C#N)N1	1%	-6%	0%	0%[59 µM]	-11%	7%	-14%	-16%	12%
COc1ccc(NC(=O)Cn2c(=O)n(CCCC(=O)NCCc3ccc(C)cc3)c(=O)c3ccccc32)cc1Cl	-4%	-8%	/	1%[59 µM]	-1%	1%	-12%	4%	20%
Cc1sc2ncnc(N3CCC(C(=O)NNC(=O)c4ccc(Cl)cc4)CC3)c2c1C	/	/	15%	-4%	/	10%	1%	6%	29%
CC(C)n1c(=S)[nH]c2ccccc21	-6%	-3%	2%	?	-1%	-22%	-3%	1%	-11%
CCCn1nc(NS(=O)(=O)c2ccccc2)c2cc3ccccc3nc21	-4%	-9%	-6%	23%[59 µM]	18%	13%	-7%	4%	10%
COCCn1c(-c2ccco2)nc2nc3ccccc3nc21	-6%	302%[activator]	0%	?	-2%	11%	-4%	-8%	?
Cc1ccc(Cl)cc1N1CCN(S(=O)(=O)c2c(C)noc2C)CC1	-9%	2%	-4%	12%	-11%	0%	?	-5%	27%
CCOC(=O)NC(CC(=O)O)c1ccc(OC)c(OC)c1 (stereo unspecified)	0%	-3%	5%	8%[12.7 µM]	6%	-7%	8%	-6%	12%
COC(=O)c1cc(S(=O)(=O)NCc2ccccc2OC)cn1C	0%	-4%	68%[activator]	20%	10%	-3%	6%	?	?
COc1ccccc1OCc1nnc(SCC(=O)N2CCCCC2)n1-c1ccccc1	0%	-12%	-3%	-20%[59 µM]	1%	2%	-5%	-1%	13%
COc1cc(-c2nnc(COC(=O)CSc3cc(C)c4ccccc4n3)o2)cc(OC)c1OC	-1%	-24%	-4%	-21%[12.7 µM]	-13%	-3%	-15%	-4%	38%[activator]
Cc1onc(-c2ccccc2)c1C(=O)NNC(=O)c1ccccc1Br	/	/	2%	-9%[2.33 µM]	/	-2%	1%	4%	17%

High-throughput results as filed in PubChem.
